Bioassay records (PubChem)
H9c2 TAG inh: inhibitors of triacylglycerol accumulation | H9c2 cells, Nile Red lipid (TAG) fluorescence; cells loaded with 200 µM oleic acid | inhibition, % at 12.5 µM | 230,000 tested, 0.66% active | AID 651582;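 active = pattern-corrected inhibition of lipid staining of at least 50% with the nuclear-stain viability signal not falling by more than 50%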;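 also: 0% = DMSO wells and 100% = triacsin C control wells; some results filed as inactive read as strong as hits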
H9c2 TAG inh DAPI viability: second read-out of H9c2 TAG inh, no call of its own (marks repeat the call); DAPI nuclei signal change (viability), lower = more cytotoxic, %;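 whole-well DAPI fluorescence read on a plate reader as a viability signal; minus 50 percent equals half of cells still viable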
* marks the source's active call; other numbers are inactive results.

Every second line gives: H9c2 TAG inh	H9c2 TAG inh DAPI viability
(1) CCc1nnc(NC(=O)CSc2nnc(Cc3cccn3C)n2C)s1
    2	-1
(2) Cc1nc(-c2ccccc2O)n(-c2ccccc2)n1
    -7	5
(3) CN(C(=O)Nc1cnccc1C(F)(F)F)C1CCCCC1
    1	-2
(4) Nc1ccc2ccccc2c1N=Nc1ccccc1
    56*	-12*
(5) COc1cc2c(cc1OC)C(c1ccccc1C(F)(F)F)CC(=O)N2 (configuration not stated)
    1	-1
(6) CC(C)(C)c1ccc(CC(=O)N2CCC2(C)C(=O)N2CCCCC2)cc1 (configuration not stated)
    36	-2
(7) Cc1ccccc1N1C(=O)CSC1=C(C#N)C#N
    -5	-4
(8) COCCNC(=O)NC1(C(F)(F)F)Oc2ccc(Cl)cc2O1 (configuration not stated)
    -11	0
(9) CCn1c(CSc2nnc(-c3ccncc3)n2C)nc2cc(C(=O)O)ccc21
    3	3
(10) N#CC(Sc1ccccn1)c1ccc(Cl)cc1Cl (configuration not stated)
    -2	4

Complete entries from above. Order of screens: H9c2 TAG inh	H9c2 TAG inh DAPI viability
Listed for COCCNC(=O)NC1(C(F)(F)F)Oc2ccc(Cl)cc2O1 (configuration not stated) : -11	0
Listed for N#CC(Sc1ccccn1)c1ccc(Cl)cc1Cl (configuration not stated) : -2	4
Listed for CN(C(=O)Nc1cnccc1C(F)(F)F)C1CCCCC1 : 1	-2
Listed for CCn1c(CSc2nnc(-c3ccncc3)n2C)nc2cc(C(=O)O)ccc21 : 3	3
Listed for CCc1nnc(NC(=O)CSc2nnc(Cc3cccn3C)n2C)s1 : 2	-1

(continued)
Every second line gives: H9c2 TAG inh	H9c2 TAG inh DAPI viability
(11) CCOC(=O)c1c(P(=O)(N2CCOCC2)N2CCOCC2)noc1N
    -15	-1
(12) Cc1cc(C)cc(NC(=O)COC(=O)CCC2CCCC2)c1
    2	-6
(13) Cc1cc(=O)oc2cc(NC(=S)NNC(=O)c3c(Cl)cnn3C)ccc12
    0	-11
(14) O=C1CC(C(=O)Nc2ncccn2)C(c2ccccc2)O1 (configuration not stated)
    1	-10
(15) CS(=O)(=O)c1ccc(C(=O)OCC(=O)N2CCOCC2)cc1[N+](=O)[O-]
    62*	-27*
(16) CCOc1ccc(CCNS(=O)(=O)c2cnc[nH]2)cc1OCC
    12	-4
(17) Cn1cc(/C=C2\SC(=S)N(N3CCOCC3)C2=O)c2ccccc21
    -3	6
(18) CN(C)S(=O)(=O)c1cccc(C(=O)NCCc2ccccc2)c1
    -1	-3
(19) CCN(CC)c1cc(C)c2cc(NC(=O)c3cccs3)ccc2n1
    10	6
(20) Cc1nc(-c2noc(-c3ccc(Cl)cc3)n2)c(C(F)(F)F)o1
    5	-1
(21) O=C(O)CCN(Cc1ccccc1)S(=O)(=O)c1ccc(Cl)cc1F
    1	7
(22) COc1ccc(S(=O)(=O)N(C)C[C@@H]2OCc3cnnn3CCCC(=O)N([C@H](C)CO)C[C@H]2C)cc1
    -7	4
(23) O=C(Cn1cnc2ccccc2c1=O)NCC(=O)N1CCOCC1
    -2	0
(24) C=CCNC(=O)CSc1nnc(-c2cccs2)o1
    -4	-1
(25) Cc1noc(C)c1C(=O)OCC(=O)Nc1ccccc1SCC#N
    -19	-1
(26) COc1ccc(C(=O)NC2CCN(Cc3ccccc3)C2)cc1S(=O)(=O)N1CCOCC1 (configuration not stated)
    12	0
(27) COc1ccccc1C(CCNS(=O)(=O)c1ccc(C)cc1)c1ccco1 (configuration not stated)
    -2	-13
(28) Cc1ccc(CN2CC(C(=O)Nc3ccc(F)c([N+](=O)[O-])c3)CC2=O)cc1 (configuration not stated)
    -1	12
(29) COC(=O)C1Cc2c([nH]c3ccccc23)C(C)N1 (configuration not stated)
    8	-14
(30) COc1ccc(C2C3=C(NCCN=C3c3ccccc3)C(=O)N2c2ccccc2)c(OC)c1 (configuration not stated)
    4	-13
(31) NS(=O)(=O)c1ccc(-c2ccc(/C=N/NC(=O)c3ccc([N+](=O)[O-])cc3)o2)cc1
    -2	11
(32) COC(=O)c1ccc(C)c(NC(=O)CSc2nc3[nH]c(=O)cc(O)c3s2)c1
    5	-5
(33) CN1CCN(c2oc(/C=C/c3ccccc3)nc2C#N)CC1
    0	9
(34) CC(NC(=O)c1ccc(NC(=O)CC2SC(N3CCCC3)=NC2=O)cc1)c1ccc(F)cc1 (configuration not stated)
    -1	-4
(35) COC(=O)c1ccccc1NC(=O)CSc1nc(Nc2ccccc2)nc(N2CCOCC2)n1
    16	-4
(36) Cc1cc(C)c(S(=O)(=O)NCC23C=CC(O2)C2C(=O)N(c4ccccc4)C(=O)C23)c(C)c1 (configuration not stated)
    -23	-2
(37) O=C(NNC(=O)c1ccccc1[N+](=O)[O-])c1ccccc1[N+](=O)[O-]
    4	8
(38) OC(COc1ccc(CN2CCCCO2)cc1)CN1CCCCC1 (configuration not stated)
    5	2
(39) Cc1cc(Cn2nnc3ccccc32)c(O)c(C(C)(C)C)c1
    -13	-7
(40) Cc1cc(Br)c(NC(=O)C(C)Sc2nnnn2C)c(Br)c1 (configuration not stated)
    -4	0
(41) CCCCNC(=S)NNC(=O)c1ccncc1
    -14	1
(42) Cc1ccc(C(C(=O)NC(C)(C)C)N(Cc2cccs2)C(=O)c2ccc3c(c2)OCCO3)cc1 (configuration not stated)
    3	-8
(43) Cc1ccccc1-n1nc2c(c1NC(=O)/C=C\c1ccc3c(c1)OCO3)CSC2
    1	7
(44) COc1ccccc1NC(=O)c1ccc(NC(=O)COC(=O)c2cncc(Br)c2)cc1
    8	-4
(45) CCc1c(C)nc(N2CCN(c3ccc(OC)cc3)CC2)[nH]c1=O
    1	1
(46) COc1ccc(CCNC(=O)c2cc(S(=O)(=O)N3CCOCC3)cn2C)cc1OC
    5	13
(47) O=C(COC(=O)c1ccco1)Nc1nc2ccc([N+](=O)[O-])cc2s1
    7	-1
(48) Cc1ccc(Cc2c(C)[nH]c(=S)[nH]c2=O)cc1
    2	-9
(49) N[C@@H](CO)c1nnc([C@H](CCC(=O)O)NC(=O)C2CCNCC2)o1
    -4	6
(50) N#Cc1c(NC(=O)CSc2ncnc3sccc23)oc(-c2ccco2)c1-c1ccco1
    3	11
(51) Cc1nc(C)c(C(=O)N/N=C/c2ccco2)s1
    -1	3
(52) Cc1ccc(NC(=O)C[n+]2cc(-c3ccccc3)n3c2CCC3)c(C)c1
    -9	2
(53) O=C(CP(=O)(c1ccccc1)c1ccccc1)Nn1cnnc1
    -2	-2
(54) CCN(CC)c1ccc(S(=O)(=O)N2CCOCC2)cc1NC(=O)CN1CCN(Cc2ccccc2)CC1
    -32	17
(55) COc1cc(Cl)c(C)cc1NC(=O)CSc1nnc(CCC(=O)O)c(=O)[nH]1
    0	-8
(56) Cc1cc(NC(=O)Cc2cccs2)nn1CC(=O)NCc1ccco1
    -1	7
(57) CCCCCN(C(=O)CCC(=O)OCc1cc(C(C)=O)ccc1OC)c1c(N)n(CCCC)c(=O)[nH]c1=O
    -1	-1
(58) COc1ccc(C)cc1S(=O)(=O)N(C)CC(N)=O
    -10	-7
(59) CCOc1ccc(N2CC(C(=O)Nc3cccc(S(=O)(=O)N4CCCC4)c3)CC2=O)cc1 (configuration not stated)
    13	-3
(60) CC(=O)Nc1nc(C)nc(-c2ccccc2)c1C(C)=O
    -20	4

(next part)
Every second line gives: H9c2 TAG inh	H9c2 TAG inh DAPI viability
(61) Cc1c(N=O)c(-c2ccccc2)n(O)[n+]1[O-]
    3	4
(62) CC1(C(=O)NS(=O)(=O)Cc2cccc(Cl)c2)CCN1C(=O)CC1CCCC1 (configuration not stated)
    -13	-4
(63) O=C(NCCc1cnc[nH]1)Nc1cccc(C(F)(F)F)c1
    -4	3
(64) CCOC(=O)C1(Cc2cccc(F)c2)CCN(C(=O)Cn2cnnn2)CC1
    0	-5
(65) O=[n+]1cc(-c2ccc(Cl)cc2)n([O-])c2c1CCCCC2
    11	-15
(66) CC1(C(=O)NS(=O)(=O)c2ccccc2)CCN1C(=O)C1(c2ccc(Cl)cc2)CC1 (configuration not stated)
    4	-1
(67) Cc1c(C#N)c(NC(=O)c2ccccc2)n(Cc2ccccc2)c1C
    -2	-2
(68) COc1ccccc1NC(=O)C(C)Sc1nc2ccccc2c(=O)n1CC1CCCO1 (configuration not stated)
    8	-4
(69) Fc1ccc(N2CCN(Cc3cnc(N4CCOCC4)s3)CC2)cc1
    -2	30
(70) CCOC(=O)c1cn(-c2nc(-c3ccc(Cl)c(Cl)c3)cs2)c2c(F)c(N3CCOCC3)c(F)cc2c1=O
    47	3
(71) O=C(Nc1ccc(S(=O)(=O)Nc2ncccn2)cc1)c1ccccc1NS(=O)(=O)c1ccc(Cl)cc1
    -3	3
(72) O=C(NCCCl)Nc1cccc(Br)c1
    11	-6
(73) COc1cccc(N2CCN(c3ncnc4c3cnn4-c3ccc(C)cc3C)CC2)c1
    -10	-1
(74) C/C(=N\NC(=O)CSc1nc2ccccc2o1)c1ccc(O)cc1
    5	3
(75) O=C(CCC1CCCN(C(=O)c2cccnc2)C1)NCc1ccccc1F (configuration not stated)
    2	-5
(76) CS(=O)(=O)c1ccc(Nc2nc(C(N)Cc3ccc(C(F)(F)F)cc3)cs2)cc1 (configuration not stated)
    5	8
(77) CC(=O)N1c2ccc(S(=O)(=O)N3CCCC(C(=O)Nc4ccc(C)cc4C)C3)cc2CC1C (configuration not stated)
    -52	-1
(78) O=C(CSc1cccc[n+]1[O-])Nc1cccc(S(=O)(=O)NC2=NCCCCC2)c1
    9	-5
(79) COCCN(C(=O)COC(=O)CCSc1ccc(F)cc1)c1c(N)n(Cc2ccccc2)c(=O)[nH]c1=O
    -6	9
(80) CCOC(=O)Cc1csc(NC(=O)CN(C)S(=O)(=O)c2ccc3c(c2)CCC(=O)N3)n1
    -4	5

Quoted at random: 2 compounds from above.
Every second line gives: H9c2 TAG inh	H9c2 TAG inh DAPI viability
(76) CS(=O)(=O)c1ccc(Nc2nc(C(N)Cc3ccc(C(F)(F)F)cc3)cs2)cc1 (configuration not stated)
    5	8
(80) CCOC(=O)Cc1csc(NC(=O)CN(C)S(=O)(=O)c2ccc3c(c2)CCC(=O)N3)n1
    -4	5

Next compounds:
Every second line gives: H9c2 TAG inh	H9c2 TAG inh DAPI viability
(81) O=C(NCc1ccc2c(c1)OCO2)c1c(F)c(F)c(F)c(F)c1F
    -12	8
(82) CN(C(=O)c1cccc(NC(=O)C2CCN(C(=O)OC(C)(C)C)CC2)c1)C1CCC1
    1	-1
(83) CCc1nc2c(OCc3ccc(C(=O)OC)cc3)cccn2c1N(C)C(=O)c1ccc(OC)cc1
    -13	-2
(84) CCOC(=O)c1c(NC(=O)C2CC=CCC2C(=O)O)sc(C)c1CC (configuration not stated)
    21	-10
(85) O=C(O)/C=C/c1cccc(OCc2ccccc2)c1
    7	6
(86) COc1ccc(/C=N/n2c(SC)nnc(C(C)(C)C)c2=O)cc1
    6	-3
(87) Cc1ccc(S(=O)(=O)NCc2n[nH]c(=S)n2C)cc1
    15	-7
(88) COc1cccc2cc(C(=O)N(C)C3CCN(C)CC3)c(=O)oc12
    2	0
(89) CN(C)CCCN(C(=O)c1ccc(S(=O)(=O)N2CCCCCC2)cc1)c1nc2c(F)cccc2s1
    20	13
(90) OCCCc1nc2ccccc2[nH]1
    -2	-7
(91) O=S(=O)(Nc1cccc(-c2nnco2)c1)c1ccc(F)cc1F
    5	-2
(92) O=C(Cn1nnc(-c2ccc(Cl)cc2)n1)NC1CCN(Cc2ccccc2)CC1
    -10	7
(93) O=C(CN1C(=O)c2ccccc2C1=O)NCc1ccccn1
    -2	-4
(94) CC(C)(C)NC(=O)CSc1nc(N)c(-c2ccccc2)c(=O)[nH]1
    1	3
(95) O=C(Nc1ccc(F)cc1)c1cc(S(=O)(=O)N2CCCCC2)cs1
    -1	-8
(96) CC(C(=O)Nc1ncc([N+](=O)[O-])s1)N1C(=O)c2ccccc2S1(=O)=O (configuration not stated)
    -3	-1
(97) CS(=O)(=O)Nc1ccc2c(c1)[C@H]1C[C@H](CC(=O)NCc3ccccc3)O[C@H](CO)[C@H]1O2
    20	-4
(98) NS(=O)(=O)c1ccc(N/N=C/c2ccccc2Br)cc1
    -3	3
(99) Cc1cccc(N2CCN(C(=O)c3ccnn3C)CC2)c1C
    10	5
(100) O=C(O)CC(NC(=O)C(F)(F)F)c1ccc2c(c1)OCO2 (configuration not stated)
    0	10
(101) CC1CCN(C(=O)C(=O)c2cn(CC(=O)N3CCCCCC3)c3ccccc23)CC1
    39	-2
(102) C/C(=N/OC(=O)CC(C)C)c1cc(-c2ccc(Cl)cc2)no1
    -1	-10
(103) O=c1[nH]c(-c2cccnc2)nc2ccccc12
    2	7
(104) CCOC(=O)C(C#N)(Cc1cc(OC)cc(OC)c1)Cc1cc(OC)cc(OC)c1
    21	-29
(105) CCO[C@H]1OC(C(N)=O)=C[C@@H](c2ccc(Br)cc2)[C@@H]1CCCO
    16	-2
(106) COC(=O)[C@@]12CCCN1[C@H](c1ccc(-c3ccccc3)c(OC)c1)[C@H]1C(=O)N(C)C(=O)[C@H]12
    -15	-3
(107) COc1cccc(NC2=C(C#N)C(=O)NC(c3cccc(OC)c3O)S2)c1 (configuration not stated)
    -9	-2
(108) C=CCN1C(=O)/C(=C2/Sc3ccccc3N2C)SC1=Nc1ccccc1C
    61*	-9.6*
(109) CC(C)COc1ccc(C(=O)NC(Cc2c[nH]c3ccccc23)C(=O)NN)cc1 (configuration not stated)
    -4	16
(110) CCOc1ccc(Cl)cc1-c1cc(C(=O)Nc2ccc(F)cc2)[nH]n1
    25	-26
(111) CN(Cc1cn[nH]c1-c1cc2ccccc2o1)CC1CCOCC1
    4	-2
(112) COc1ccc(C(=O)N2CCOC23CCN(c2ncccn2)CC3)cc1
    -1	-7
(113) Cc1ccc(S(=O)(=O)N2CCN(Cc3ccccn3)CC2)cc1
    -21	6
(114) CCN(CC)S(=O)(=O)c1cc(NC(=O)c2cc(-c3ccccn3)nc3ccccc23)ccc1C
    14	0

Not all compounds are listed; count on the stated rates, not on these rows.
